# MBD2 inh = MBD2-methylated oligo binding inhibition; inhibition, % at 4.4 µM; Q9UBB5; 0.31% of 370,000 active; AID 686964; TR-FRET, MBD2 binding to methylated oligonucleotide; in the data active = inhibition above about 13%
# Target sequence (Q9UBB5 whole entry, looked up): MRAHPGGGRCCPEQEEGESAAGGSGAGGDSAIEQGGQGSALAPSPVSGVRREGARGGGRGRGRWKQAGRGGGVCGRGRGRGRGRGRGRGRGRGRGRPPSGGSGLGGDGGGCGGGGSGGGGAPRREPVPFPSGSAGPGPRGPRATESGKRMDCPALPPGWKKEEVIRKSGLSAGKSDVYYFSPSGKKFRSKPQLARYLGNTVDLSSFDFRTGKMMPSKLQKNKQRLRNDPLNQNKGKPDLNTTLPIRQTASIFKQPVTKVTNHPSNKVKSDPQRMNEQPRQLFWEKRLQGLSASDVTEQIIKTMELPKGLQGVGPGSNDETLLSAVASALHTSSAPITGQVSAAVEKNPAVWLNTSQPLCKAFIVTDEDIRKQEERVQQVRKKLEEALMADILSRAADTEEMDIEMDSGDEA
# TCR CD3 inh = blocks the human TCR-CD3 interaction. TAMRA-labeled TCR probe fluorescence, biochemical. inhibition, % at 9.4 µM. 0.37% of 360,000 active; in the data active = inhibition above about 19%;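 note: recombinant mutant TCR 2C K166C tagged with TAMRA read by polarization; 0% = receptor in buffer alone and 100% = receptor with positive control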
# NPR2 activator = GC-B (human) receptor activation | P20594 | HEK293-GC-B cells, CNP EC30, cGMP TR-FRET; 0% at EC30 CNP, 100% saturating CNP | activation, % at 10 µM | 0.11% of 370,000 active | AID 1920062;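 active = activation at 10 µM reaching about 35% in either raw or pattern-adjusted values, limit read from the data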
# LEDGF integ inh = blocks HIV-1 LEDGF/p75-dependent DNA integration; TR-FRET IN-LEDGF/p75 DNA integration, Eu/Cy5; inhibition, % at 3.7 µM; 0.64% of 370,000 active;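 active = inhibition above the screen-wide mean plus 3 SD, cut at about 13% in these data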;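 note: signal is the Cy5 over europium emission ratio at 671 and 618 nm; 0% = plate median of compound wells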
# ABHD4 inh = ABHD4 (mouse) inhibition, primary FP screen. Q8VD66. inhibition, % at 8.92 µM. AID 720543. 0.54% of 370,000 active. purified mABHD4, FP-Rh probe fluorescence polarization;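 active = inhibition exceeding the mean over every tested compound plus 3 SD, cut at about 30% in these data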;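 note: 0% = plate median of compound wells and 100% = S159A mutant with DMSO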
# Target sequence (Q8VD66 whole entry, looked up): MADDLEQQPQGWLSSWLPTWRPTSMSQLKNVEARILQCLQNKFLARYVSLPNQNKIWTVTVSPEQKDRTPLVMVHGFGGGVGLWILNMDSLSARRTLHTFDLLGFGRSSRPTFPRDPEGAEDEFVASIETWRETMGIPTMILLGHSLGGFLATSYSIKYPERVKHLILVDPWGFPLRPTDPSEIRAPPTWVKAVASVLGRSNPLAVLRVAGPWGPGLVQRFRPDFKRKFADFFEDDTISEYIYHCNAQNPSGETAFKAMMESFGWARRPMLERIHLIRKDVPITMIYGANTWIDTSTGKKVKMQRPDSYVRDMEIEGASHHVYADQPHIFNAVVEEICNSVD
#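 Test system: mouse ABHD4 enzyme, wild type. Reagent: FP-Rh fluorescent activity-based probe, added after compound pre-incubation. Timing: pre-incubation 45 min, probe exposure 60 min, at 25 °C. Technique: FP readout, ex 525 nm / em 598 nm. Benchmarks: high control S159A mutant with DMSO, low control median of compound wells.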
# rCAG binder = molecules binding r(CAG) RNA repeats; 1.3% of 370,000 active; r(CAG) RNA repeat, TO-PRO-1 dye displacement fluorescence; inhibition, % at 3 µM; AID 651821;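 active = inhibition above the plate cutoff, the mean of all test compounds on that plate plus 3 SD, cut at about 35% in these data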;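 note: 0% = DMSO alone and 100% = 100 µM mitoxantrone as full dye displacement; higher means more dye released from RNA so lower well fluorescence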
# TDP2 absorb = blocks human TDP2 phosphodiesterase activity. O95551. recombinant TDP2, T5PNP hydrolysis, p-nitrophenol absorbance 415 nm. inhibition, % at 12.8 µM. 0.34% of 370,000 active. AID 720702;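 active = inhibition above the mean of all tested compounds plus 3 SD, set per campaign, cut at about 25% in these data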;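 note: 0% = DMSO with enzyme and 100% = buffer with substrate but no TDP2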
#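 test system = human TDP2 enzyme | input = TDP2 enzyme at 120 nM final | medium = 50 mM Tris-HCl pH 7.5 with Mg2+, KCl, DTT, BSA | also added = T5PNP substrate, 5 mM | times = 2 h at 37 °C | technique = epi absorbance | benchmarks = high control without enzyme, low control DMSO plus TDP2 | replication = each compound tested once, singlicate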
# HTRA1 inhibitor = blocks human HTRA1 serine peptidase | Q92743 | recombinant HTRA1, FP-rhodamine activity-based probe, fluorescence polarization | inhibition, % at 5.96 µM | 0.5% of 340,000 active | AID 504803; in the data active = inhibition above about 36%;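 note: 0% = enzyme with DMSO and 100% = wells lacking enzyme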
# SIAE primary = inhibitors of human sialic acid acetylesterase SIAE | 0.69% of 370,000 active | SIAE FP-Rh probe binding, fluorescence polarization | inhibition, % at 9.66 µM | Q9HAT2;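 active = inhibition above a cutoff: mean of compounds within the control limits plus 3 SD of those, cut at about 17% in these data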;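 note: 0% = plate median of compound wells and 100% = probe without SIAE protein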
# PRMT1 FP inh = inhibitors of human PRMT1; AID 652257; 1.3% of 370,000 active; recombinant PRMT1, activity-based probe fluorescence polarization; inhibition, % at 2.79 µM;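 active = inhibition above about 21% made by adding two undisclosed values, limit read from the data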
# Target sequence (Q99873 whole entry, looked up): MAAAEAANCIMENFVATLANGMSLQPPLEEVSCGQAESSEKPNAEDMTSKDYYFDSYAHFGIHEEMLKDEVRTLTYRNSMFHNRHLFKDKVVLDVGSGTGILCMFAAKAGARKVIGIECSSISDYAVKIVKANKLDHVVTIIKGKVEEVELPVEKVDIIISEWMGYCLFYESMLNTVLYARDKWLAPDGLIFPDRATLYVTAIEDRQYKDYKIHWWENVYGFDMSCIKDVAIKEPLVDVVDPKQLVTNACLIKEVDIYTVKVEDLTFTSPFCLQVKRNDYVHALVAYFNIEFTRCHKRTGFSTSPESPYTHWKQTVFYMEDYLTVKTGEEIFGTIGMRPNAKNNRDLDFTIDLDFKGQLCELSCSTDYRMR
# The depositor's hits bear a star; . = not tested or not shown.
smiles	NPR2 activator	MBD2 inh	TCR CD3 inh	ABHD4 inh	HTRA1 inhibitor	PRMT1 FP inh	rCAG binder	SIAE primary	LEDGF integ inh	TDP2 absorb
Cc1nn(C)c(C(=O)NN)c1Cl	1.4	-0.1	-5.0	-1.2	.	2.6	1.6	0.7	0.1	-17.5
Fc1ccc(-c2nc3ccc(Cl)cn3c2Cc2cccc(F)c2)cc1	15.1	0.6	-5.4	-12.6	.	4.1	19.5	-5.3	3.5	4.3
COCCN(Cc1ccccc1)C(=O)c1ccc2c(=O)n3c(nc2c1)CCC3	2.3	-2.2	-1.4	-4.6	-0.5	4.6	-1.6	-1.1	0.1	-14.5
NC(=O)c1ccc(Sc2nnc(-c3cccs3)n2CC2CCCO2)c([N+](=O)[O-])c1 (centres undefined)	-0.5	-3.4	12.3	6.1	-0.1	-3.5	0.0	-1.8	-0.8	7.6
Cc1nc2nc(NCc3cccs3)nn2c(C)c1Cl	0.8	-0.4	4.7	4.9	7.5	1.5	-1.8	-1.5	3.4	1.6
Cc1ccc(S(=O)(=O)C(C#N)c2nc3ccccc3nc2N2CCN(C)CC2)cc1C (centres undefined)	-2.3	-3.9	4.0	10.7	-1.6	-1.2	33.5	0.3	-0.2	3.9
COc1ccc(-n2c(COc3ccccc3)nnc2SCC(=O)Nc2ccc3c(c2)OCCO3)cc1	-13.9	-5.4	.	-7.3	.	-0.2	2.9	-1.3	0.8	-10.8
N#Cc1c(C#N)c(-c2ccccc2)n(-c2ccc(C(=O)O)cc2)c1N	2.4	2.9	-7.7	-4.4	4.1	6.0	3.5	3.4	-0.3	0.0
CNC(=O)N(O)C1N(/N=C/c2ccc(N(C)C)cc2)C(=S)SC1(C)C (centres undefined)	-5.6	0.1	-3.5	6.4	0.9	-2.8	0.4	5.4	-1.4	13.8
CC(=O)C[C@@H](O)CC(=O)[C@@H]1OC(=O)CCCCC/C=C/Cc2ccccc21	-0.4	2.5	-2.4	10.6	0.8	-4.1	-7.6	5.4	-3.3	3.0
CCn1nc(C(=O)OCc2cccc(S(=O)(=O)N(C)C)c2)c2ccccc2c1=O	8.6	1.9	-0.2	0.2	4.2	0.2	-3.0	-6.6	0.7	14.4
Cc1ccccc1OCC(=O)NC(=S)Nc1ccc(S(=O)(=O)NC2CCCCC2)cc1	2.6	0.5	3.4	-4.7	-23.8	2.5	-6.0	-4.2	-1.4	-2.9
Cc1nc(C)c(CCNC(=O)c2ccc(C(F)(F)F)cc2)s1	-4.4	-0.5	-4.3	7.1	-5.8	0.9	-2.9	-5.2	-0.7	1.4
CC(=O)Nc1ccc(S(=O)(=O)NCCC(=O)N2CCN(c3ccccc3Cl)CC2)cc1	-3.0	-2.5	3.0	-1.2	-7.9	-4.3	2.6	-3.5	-1.9	-0.4
Cc1ccc(S(=O)(=O)N2CCC(c3nc4ccccc4o3)CC2)s1	-7.5	-1.1	.	3.5	.	-5.9	6.4	-4.3	0.6	-11.8

# (continued)
smiles	NPR2 activator	MBD2 inh	TCR CD3 inh	ABHD4 inh	HTRA1 inhibitor	PRMT1 FP inh	rCAG binder	SIAE primary	LEDGF integ inh	TDP2 absorb
COc1ccccc1NC(=O)Cn1c(C)nc2c(sc(=S)n2Cc2ccco2)c1=O	2.5	-3.9	-1.1	-7.5	-14.7	10.0	9.9	-16.3	3.6	-6.6
O=C(NCc1cccnc1)c1sc2ccccc2c1Cl	-5.0	4.1	0.3	-6.9	-2.6	3.3	1.3	-0.7	2.4	-12.3
COc1cccc(OC)c1C(=O)Nc1cccnc1	-3.1	3.7	-0.8	3.4	-3.8	3.6	-0.7	-0.4	-4.3	-5.2
COc1ccc(/C=N/NC(=O)c2cc(O)c(O)c(O)c2)cc1Cn1cc([N+](=O)[O-])cn1	1.3	15.5*	62.6*	28.1	71.6*	11.5	30.8	46.0*	68.9*	4.3
COc1ccc2cc(CN(CC3CCCO3)S(=O)(=O)c3ccc(C(C)=O)cc3)c(=O)[nH]c2c1 (centres undefined)	3.3	-3.0	1.9	-2.7	-10.0	3.0	-4.0	-4.0	2.1	5.1
CCOC(=O)CCc1ccc(NC(=O)/C=C/c2ccc([N+](=O)[O-])o2)cc1	1.6	-0.4	-4.2	1.6	-9.7	-0.1	5.9	3.4	1.1	-0.7
Cc1cc(O)c2/c(=N\N)c(-c3csc(C)n3)coc2c1	2.5	0.2	-5.1	-2.2	7.4	-2.0	-1.5	2.7	0.6	5.0
Fc1ccc(C(Nc2ccccn2)c2c[nH]c3ccccc23)cc1 (centres undefined)	-0.7	1.0	-2.9	-3.7	-1.1	5.5	4.0	2.1	-3.3	-9.3
CCN(CC)S(=O)(=O)c1cccc2nsnc12	-5.4	3.4	-4.5	1.7	11.7	-1.1	1.6	7.2	5.0	-14.9
Cc1cccc(C(=O)Nc2cc(C)ccc2NC(=O)COc2ccccc2)c1	0.1	-4.6	-1.2	-3.4	-28.5	0.7	-0.5	-4.6	0.2	3.0
Cc1ccc(C(O)c2ncc(-c3ccccc3)[nH]2)c(C)c1 (centres undefined)	6.0	-2.2	-7.5	-0.6	.	-1.8	2.7	5.7	3.1	4.3
Nn1c(SCC(=O)Nc2cccc3ccccc23)nnc1-c1cc(-c2ccc(Cl)cc2)n[nH]1	-22.2	-4.2	.	3.9	.	-6.6	12.7	0.1	0.9	6.3
COc1ccc(-n2c(SCC(C)=O)nc3sc(C)c(C)c3c2=O)cc1	6.2	-0.1	4.3	-1.6	-0.8	-7.3	-1.4	3.8	8.3	-6.1
CCn1c(=O)cc(SCC(=O)Nc2cccnc2)c2ccccc21	1.7	1.4	4.2	-3.0	-5.2	2.4	1.1	-5.0	-3.2	3.8
CC(=O)N[C@@H](Cc1c[nH]c2ccccc12)C(=O)OCc1ccc(C#N)cc1	-2.1	-0.9	7.6	2.3	0.3	0.7	-4.0	5.3	0.3	3.5

# Structural class: the entries above with a furan ring, fused or not.
smiles	NPR2 activator	MBD2 inh	TCR CD3 inh	ABHD4 inh	HTRA1 inhibitor	PRMT1 FP inh	rCAG binder	SIAE primary	LEDGF integ inh	TDP2 absorb
COc1ccccc1NC(=O)Cn1c(C)nc2c(sc(=S)n2Cc2ccco2)c1=O	2.5	-3.9	-1.1	-7.5	-14.7	10.0	9.9	-16.3	3.6	-6.6
CCOC(=O)CCc1ccc(NC(=O)/C=C/c2ccc([N+](=O)[O-])o2)cc1	1.6	-0.4	-4.2	1.6	-9.7	-0.1	5.9	3.4	1.1	-0.7

# More records follow:
smiles	NPR2 activator	MBD2 inh	TCR CD3 inh	ABHD4 inh	HTRA1 inhibitor	PRMT1 FP inh	rCAG binder	SIAE primary	LEDGF integ inh	TDP2 absorb
COc1ccc(/C=C/C(=O)Oc2ccc(/C=N/NC(=O)c3ccncc3)cc2)cc1	3.3	-7.1	8.5	-4.3	-6.9	-3.5	9.0	-7.8	-0.7	20.1
CCCNC(=O)c1cc(-c2ccc(OC)cc2)n(CCCOC)c1C	-2.3	3.6	-1.1	0.1	-6.2	-3.4	-9.4	-1.3	0.4	8.2
CCc1cc(=O)oc2c3c(cc(OCC(=O)NCCCCCC(=O)O)c12)OC(C)(C)CC3	4.3	0.6	3.4	9.8	5.0	-4.5	6.9	-3.6	0.0	3.7
CC1CCCN(CCCNC(=O)c2ccc3c(c2)N(Cc2ccc(F)cc2)C(=O)c2ccccc2S3=O)C1 (centres undefined)	1.6	17.4*	3.5	3.2	-4.5	-0.3	-3.5	-3.4	0.1	4.0
CCOc1cc(C(=O)Nc2cnccn2)cc(OCC)c1OCC	-9.7	4.8	3.5	4.3	0.3	-4.5	-5.5	4.8	6.2	4.0
COc1ccc(Cl)cc1NC(=O)CS(=O)(=O)c1cccc2nsnc12	-9.2	1.6	1.3	-0.9	-5.0	-0.9	1.4	5.2	0.8	1.8
COc1ccc(Cl)cc1C(=O)NNC(=O)COC(=O)CC(NC(C)=O)c1ccccc1 (centres undefined)	-4.0	-2.4	2.8	2.4	7.4	-3.9	-0.1	1.6	2.5	-11.8
O=C(COc1ccc2c(-c3ccccc3)cc(=O)oc2c1)NCCCn1ccnc1	-9.2	-6.0	1.2	-4.1	-2.2	-11.1	-8.2	2.3	3.7	8.9
O=C(Nc1ccc(Cl)cc1)N1CC=CCC1	-4.0	4.3	-0.7	1.7	-0.3	0.5	-3.0	3.2	-2.2	2.1
COc1ccc(C(=O)Nn2cnc3ccccc3c2=O)cc1[N+](=O)[O-]	1.4	3.7	2.5	-6.2	-2.2	-2.6	1.3	-2.4	1.3	6.7
CC(C)c1csc2nc3n(c(=O)c12)CCCCC3	-2.2	-1.2	-1.8	3.3	-1.0	6.5	-5.9	-0.3	-7.5	-8.7
O=C(N/N=C1\CC2CC=CC12)c1ccc(Br)cc1 (centres undefined)	5.4	3.4	2.5	-0.3	-4.5	3.8	-0.1	1.4	0.6	-7.0
COc1ccc2cc(CCC(C)=O)ccc2c1	2.5	2.4	-3.5	7.1	-1.9	1.6	0.3	-8.0	1.7	-12.3
COc1cc(Cl)nn(-c2ccccc2)c1=O	-1.1	-0.9	7.7	2.8	-1.5	-2.5	0.3	0.2	0.9	-14.2
O=C(NCc1n[nH]c(=O)c2ccccc12)C1CC(=O)N(c2ccc(Cl)cc2)C1 (centres undefined)	-7.3	1.5	6.9	-3.3	-1.8	1.0	1.6	-0.4	3.4	-6.3

# Remaining list, next part:
smiles	NPR2 activator	MBD2 inh	TCR CD3 inh	ABHD4 inh	HTRA1 inhibitor	PRMT1 FP inh	rCAG binder	SIAE primary	LEDGF integ inh	TDP2 absorb
CCOc1ccccc1-n1c(SCC(N)=O)nnc1-c1ccc(O)cc1	3.6	-6.8	2.2	1.0	-1.4	1.0	-4.0	1.7	-1.9	-2.0
CCOC(=O)C(C)On1c(-n2nc(C)cc2C)nc2ccccc2c1=O (centres undefined)	3.4	-0.8	-3.6	-4.8	5.1	0.1	-0.8	-2.9	5.0	-16.1
Cc1cc(C)cc(N(CC(=O)NCc2ccc3c(c2)OCO3)C(=O)CCC(=O)Nc2ccccn2)c1	-4.9	2.4	4.5	-1.8	-9.2	-1.0	-6.6	-6.9	-1.3	-8.4
O=C(C[C@@H]1C/C=C\CCCC(=O)OC[C@@H]2CCCN2C1=O)N[C@@H](CO)Cc1ccccc1	5.5	-5.1	3.3	-2.9	2.5	-2.6	-8.3	-0.1	-1.2	7.0
CCOc1ccccc1C(=O)NCC(=O)NCCCc1ccccc1	-2.5	-0.3	-2.4	0.8	0.0	-2.4	15.4	-0.6	4.7	-10.3
COc1ccc(CCNC(=O)C2CCCN(S(=O)(=O)c3ccc(F)cc3)C2)cc1OC (centres undefined)	2.4	-3.0	-2.2	0.8	-4.5	1.7	-5.5	2.8	-0.5	-1.6
CCNC(=O)COC(=O)CCC(=O)c1cccs1	-0.2	3.9	2.6	-2.7	-1.0	3.0	0.3	0.3	1.2	2.1
Clc1c(Cl)c(Cl)c2n[nH]nc2c1Cl	-2.6	0.2	-8.0	-17.9	-30.5	3.6	14.7	-11.5	3.3	6.4
Cc1cc(C(=O)N/N=C2\CCCC(=O)C2)c(C)n1-c1ccccc1	7.1	1.8	-4.1	10.1	8.1	4.9	1.8	0.8	-5.6	-0.8
CCOC(=O)N1CCC(Nc2c(Nc3ccc(F)cc3)c(=O)c2=O)CC1	-6.9	-2.4	1.9	-0.7	-6.8	-2.8	0.2	2.7	-0.6	-3.9

# Source: PubChem (several laboratories)

# These rows are one share of the data. The share of hits here may be higher or lower than overall.
